Bioassay records (PubChem BioAssay)
CHO-K1 Ca PAM – nonselective activator or artifact in parental CHO-K1 calcium assay. 360,000 tested, 0.02% active. activation, % at 3 µM. ATP EC20, Fluo-8 calcium fluorescence; 0% at ATP EC20, 100% at ATP max;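 active = activation above the run cutoff, the mean activation of all test compounds plus 3 SD, cut at about 40% in these data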;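 note: peak over basal fluorescence ratio in a 140 s read after ATP addition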
CHRM5 agonist – agonists of human muscarinic M5 receptor (CHRM5); P08912; CHO-K1 hM5 cells, Fluo-8 calcium fluorescence; 0% DMSO wells, 100% maximal acetylcholine response; activation, % at 3 µM; 360,000 tested, 0.19% active; AID 624037;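 active = activation above the run's mean over test compounds plus 3 SD, cut at about 23% in these data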;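 note: signal is peak over basal fluorescence ratio across the kinetic read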
M5 antag – CHRM5 antagonism in calcium assay; P08912; CHO-hM5 cells, Fluo-8 calcium fluorescence, ACh EC80; inhibition, % at 3 µM; 360,000 tested, 0.59% active;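 active = inhibition above a per-plate cutoff, the mean of that plate's test compounds plus 3 SD, cut at about 27% in these data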;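 note: 0% = acetylcholine EC80 with DMSO and 100% = DMSO without agonist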
CHO-K1 Ca antag – counter-screen for M1 antagonists: effect in parental CHO-K1 cells | ATP-induced calcium, Fluo-8 fluorescence | inhibition, % at 3 µM | 360,000 tested, 0.6% active | AID 602250;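 active = inhibition above a per-plate cutoff, the plate's mean sample inhibition plus 3 SD, cut at about 24% in these data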;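 note: 0% = DMSO plus EC80 ATP and 100% = DMSO alone without ATP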
CHRM5 PAM – CHRM5 positive allosteric modulation; CHO-K1 hM5, Fluo-8 calcium, ACh EC20 PAM; 0% = ACh EC20, 100% = ACh EC100; 360,000 tested, 0.3% active; P08912; AID 624038; activation, % at 3 µM;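 active = activation above the run cutoff, the mean activation of all test compounds plus 3 SD, cut at about 18% in these data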
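Assay system: CHO-K1 hM5 cells / Incubation: Fluo-8 loading 80 min at 37 °C plus 30 min room temperature / Technique: Fluo-8 calcium dye fluorescence, kinetic read / Repeats: single replicate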
CHRM4 PAM – positive allosteric modulators of human muscarinic M4 receptor; P08173; CHO-K1 hM4/Gqi5, Fluo-8 calcium fluorescence, ACh EC20; 0% = ACh EC20, 100% = maximal ACh; activation, % at 3 µM; 360,000 tested, 0.4% active; AID 624126;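 active = activation above its plate's cutoff, the mean activation of sample wells plus 3 SD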; note: some results filed as inactive read as strong as hits
Target sequence (P08173 whole entry, looked up): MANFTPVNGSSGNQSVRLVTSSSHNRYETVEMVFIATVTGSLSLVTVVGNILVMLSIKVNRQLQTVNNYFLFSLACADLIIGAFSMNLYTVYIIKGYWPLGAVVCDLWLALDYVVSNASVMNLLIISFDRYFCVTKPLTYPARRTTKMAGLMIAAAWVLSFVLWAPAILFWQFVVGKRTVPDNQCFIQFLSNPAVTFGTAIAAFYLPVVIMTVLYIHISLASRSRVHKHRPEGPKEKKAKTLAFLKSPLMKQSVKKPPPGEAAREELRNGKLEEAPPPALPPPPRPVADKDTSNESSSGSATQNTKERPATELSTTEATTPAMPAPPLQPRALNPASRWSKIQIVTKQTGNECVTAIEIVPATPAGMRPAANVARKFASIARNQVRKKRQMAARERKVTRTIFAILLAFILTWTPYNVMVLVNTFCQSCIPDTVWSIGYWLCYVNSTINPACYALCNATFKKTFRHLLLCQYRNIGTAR
CHO-K1 Ca ag – counter-screen for M1 agonists: effect in parental CHO-K1 cells. Fluo-8 calcium fluorescence; scaled to maximal ATP response, vehicle zero. activation, % at 3 µM. 360,000 tested, 0.48% active. AID 602248; in the data active = activation above about 15%;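 note: untransfected CHO-K1 host cells lacking M1 receptor as counterscreen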
M4 ag – CHRM4 agonism in calcium assay. activation, % at 3 µM. P08173. 360,000 tested, 0.14% active. CHO-K1 hM4/Gqi5, Fluo-8 calcium fluorescence; vehicle 0%, full acetylcholine response 100%;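 active = activation above the run mean over all test wells plus 3 SD, cut at about 32% in these data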;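 note: peak over basal fluorescence ratio per well then scaled between controls; 0% = DMSO wells and 100% = acetylcholine at EC100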
CHRM4 antagonist – blocks acetylcholine activation of human M4 receptor. inhibition, % at 3 µM. CHO-hM4 cells, ACh EC80, Fluo-8 calcium fluorescence. 360,000 tested, 0.73% active. AID 624125. P08173;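 active = inhibition above its plate's cutoff, the mean inhibition of sample wells plus 3 SD, cut at about 27% in these data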;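 note: 0% = acetylcholine EC80 with DMSO and 100% = DMSO without agonist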
* = called active by the depositor.

SMILES	CHO-K1 Ca PAM	CHRM5 agonist	M5 antag	CHO-K1 Ca antag	CHRM5 PAM	CHRM4 PAM	CHO-K1 Ca ag	M4 ag	CHRM4 antagonist
Cc1ccc(S(=O)(=O)Cc2cc(-c3ccc(Cl)cc3)no2)cc1	13	-4	12	-17	-17	-10	3.3	2	1
CCc1nc(SCc2ccc(Cl)cc2)n[nH]1	12	-1	-17	-10	8	-2	0.3	0	1
CC(C)(CO)CN1CCC(n2nccc2NC(=O)C2CCCC2)CC1	-13	-2	4	-13	-1	-3	0.7	1	3
O=C(Nc1ccccc1Cl)c1cccc(NC(=O)C2C3CC4OC(=O)C2C4C3)c1 (configuration not stated)	-3	-1	-3	10	-5	7	0.7	2	-9
O=C(COC(=O)C1CCN(S(=O)(=O)c2ccc3c(c2)OCCO3)CC1)Nc1ccccc1OC(F)F	-3	-1	12	7	-11	-7	2.8	7	2
COc1ccc(-c2nc3ncccn3c2Nc2ccc3c(c2)OCCO3)cc1	18	-2	4	-13	-2	5	0.8	1	0
COC(=O)C1C(=O)C2=C(CC1C)NC(C)=C(C(=O)OCCOc1ccccc1)C2c1ccc(C)o1 (configuration not stated)	14	1	8	-4	-13	-9	3.3	10	1
COc1ccc(OC)c(C2C(C(C)=O)=C(O)C(=O)N2Cc2cccnc2)c1 (configuration not stated)	3	2	4	-6	-3	-3	-0.1	0	12
COc1cc(CNc2ncnc3c2ncn3[C@H]2CN(CCc3ccccc3)C[C@@H](CO)O2)cc(OC)c1OC	15	2	9	0	1	6	1.5	1	-6
Cc1ccc(CCN2C(Nc3ccccc3)=NC[C@@H]2C)cc1	11	-6	-1	-1	3	-3	1.6	3	3

Some of these compounds in order of length of the SMILES, descending:
SMILES	CHO-K1 Ca PAM	CHRM5 agonist	M5 antag	CHO-K1 Ca antag	CHRM5 PAM	CHRM4 PAM	CHO-K1 Ca ag	M4 ag	CHRM4 antagonist
COc1cc(CNc2ncnc3c2ncn3[C@H]2CN(CCc3ccccc3)C[C@@H](CO)O2)cc(OC)c1OC	15	2	9	0	1	6	1.5	1	-6
COc1ccc(OC)c(C2C(C(C)=O)=C(O)C(=O)N2Cc2cccnc2)c1 (configuration not stated)	3	2	4	-6	-3	-3	-0.1	0	12
COc1ccc(-c2nc3ncccn3c2Nc2ccc3c(c2)OCCO3)cc1	18	-2	4	-13	-2	5	0.8	1	0

(cont.)
SMILES	CHO-K1 Ca PAM	CHRM5 agonist	M5 antag	CHO-K1 Ca antag	CHRM5 PAM	CHRM4 PAM	CHO-K1 Ca ag	M4 ag	CHRM4 antagonist
CCN(Cc1nc2cc(Cl)ccc2c(=O)[nH]1)C(=O)c1ccc(C)c(NC(=O)c2ccco2)c1	16	3	-1	-17	-6	8	2.0	5	-16
O=C(Cc1ccc(Cl)cc1)Nc1ccccc1C(=O)Nc1ccc(C(=O)O)cc1	12	-3	3	-8	0	-5	0.3	1	5
C=CCC(CC(O)COCCC)C(=O)NNC(=S)Nc1ccccc1 (configuration not stated)	-4	3	-1	-3	-2	-14	0.5	0	-13
O=[N+]([O-])c1ccc(CSc2ccc(-c3ccccn3)nn2)cc1	1	-1	-5	-6	8	-1	0.2	0	2
Cc1cccc(N(CC(=O)N2CCc3ccccc3C2)S(C)(=O)=O)c1C	18	-3	7	-10	-3	-6	1.9	2	-7
Cc1ccc(N2C(=O)C3N=NN(CC(=O)N4N=C(c5cccc6ccccc56)CC4c4ccccc4)C3C2=O)cc1 (configuration not stated)	-3	1	-1	-6	-5	-10	0.3	0	2
COc1ccc(Cl)cc1NC(=O)C1CSC(c2ccncc2)=N1 (configuration not stated)	21	-1	-4	-4	-2	11	1.5	2	-10
O=C(NC(=S)NCC1CCCO1)c1ccc([N+](=O)[O-])cc1 (configuration not stated)	22	-3	-6	-12	1	3	0.8	0	0
O=C(NCN1C(=O)C2C3C=CC(C3)C2C1=O)Nc1nccs1 (configuration not stated)	-5	3	-7	5	3	19	-0.2	1	-11
COc1cccc(CCc2nnc(CCC(=O)N(C)C3CC(C)(C)NC(C)(C)C3)o2)c1	21	-4	9	-14	-6	2	1.1	-1	2

Shown as labelled records: entries from further up.
COc1cccc(CCc2nnc(CCC(=O)N(C)C3CC(C)(C)NC(C)(C)C3)o2)c1
  CHO-K1 Ca PAM = 21; CHRM5 agonist = -4; M5 antag = 9; CHO-K1 Ca antag = -14; CHRM5 PAM = -6; CHRM4 PAM = 2; CHO-K1 Ca ag = 1.1; M4 ag = -1; CHRM4 antagonist = 2
COc1ccc(Cl)cc1NC(=O)C1CSC(c2ccncc2)=N1 (configuration not stated)
  CHO-K1 Ca PAM = 21; CHRM5 agonist = -1; M5 antag = -4; CHO-K1 Ca antag = -4; CHRM5 PAM = -2; CHRM4 PAM = 11; CHO-K1 Ca ag = 1.5; M4 ag = 2; CHRM4 antagonist = -10
O=C(Cc1ccc(Cl)cc1)Nc1ccccc1C(=O)Nc1ccc(C(=O)O)cc1
  CHO-K1 Ca PAM = 12; CHRM5 agonist = -3; M5 antag = 3; CHO-K1 Ca antag = -8; CHRM5 PAM = 0; CHRM4 PAM = -5; CHO-K1 Ca ag = 0.3; M4 ag = 1; CHRM4 antagonist = 5
Cc1ccc(N2C(=O)C3N=NN(CC(=O)N4N=C(c5cccc6ccccc56)CC4c4ccccc4)C3C2=O)cc1 (configuration not stated)
  CHO-K1 Ca PAM = -3; CHRM5 agonist = 1; M5 antag = -1; CHO-K1 Ca antag = -6; CHRM5 PAM = -5; CHRM4 PAM = -10; CHO-K1 Ca ag = 0.3; M4 ag = 0; CHRM4 antagonist = 2

Limited to M4 ag and CHO-K1 Ca ag (three entries from above):
compound | M4 ag | CHO-K1 Ca ag
O=[N+]([O-])c1ccc(CSc2ccc(-c3ccccn3)nn2)cc1 | 0 | 0.2
COc1ccc(Cl)cc1NC(=O)C1CSC(c2ccncc2)=N1 (configuration not stated) | 2 | 1.5
CCN(Cc1nc2cc(Cl)ccc2c(=O)[nH]1)C(=O)c1ccc(C)c(NC(=O)c2ccco2)c1 | 5 | 2.0

Additional structures
SMILES	CHO-K1 Ca PAM	CHRM5 agonist	M5 antag	CHO-K1 Ca antag	CHRM5 PAM	CHRM4 PAM	CHO-K1 Ca ag	M4 ag	CHRM4 antagonist
COc1ccc(NC(=O)c2cnc(C)cn2)cc1-n1cnnn1	16	0	-3	-17	4	2	0.2	0	0
COC(=O)C(C)NC(=O)C1CCCN1S(=O)(=O)c1cc(C)c(Cl)cc1C (configuration not stated)	24	1	3	-7	3	10	1.0	1	11
CN(C)c1nc(-c2ccccc2)cc(C(F)(F)F)c1C#N	14	-2	-4	-1	2	26	0.1	-1	-6
CCN(CC(=O)NC1CCS(=O)(=O)C1)c1nc(-c2ccccc2)nc2ccccc12 (configuration not stated)	6	-4	-1	7	-17	-4	0.7	2	0
Cc1cc(C(=O)NCCCN2CC(C)CC(C)C2)n(-c2ccccc2)n1 (configuration not stated)	18	0	5	-5	-3	-3	0.5	0	-2
O=C(Nc1ccc(Cl)c(C(F)(F)F)c1)[C@@H]1CC=C[C@@H]2CCN(Cc3ccccc3)C(=O)[C@@H]21	-4	1	8	-13	-3	14	-0.2	1	1
CC1(c2ccccc2)CC(C)(C)N2C(=O)/C(=C3\SC(=S)NC3=O)c3cccc1c32 (configuration not stated)	8	-2	11	-8	-7	14	0.0	1	-9
